High-throughput results: PubChem BioAssay, Sanford-Burnham Center for Chemical Genomics
TAG inh = triacylglycerol accumulation inhibition; H9c2 cells, Nile Red lipid (TAG) fluorescence; cells loaded with 200 µM oleic acid; inhibition, % at 12.5 µM; 230,000 tested, 0.66% active;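 active = pattern-corrected inhibition of lipid staining of at least 50% with the nuclear-stain viability signal not falling by more than 50%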;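 also: 0% = DMSO wells and 100% = triacsin C control wells; some results filed as inactive read as strong as hits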
TAG inh DAPI viability = further read-out of TAG inh, marked with its call; DAPI nuclei signal change (viability), lower = more cytotoxic, %;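 whole-well DAPI fluorescence read on a plate reader as a viability signal; minus 50 percent equals half of cells still viable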
Numbers without * were called inactive; & = joins results of further samples. Not all compounds are listed; the hit share may differ from the screen's.

structure	TAG inh	TAG inh DAPI viability
COc1ccc(OC(=O)N(C)C[C@@H]2OCc3cnnn3CCCC(=O)N([C@@H](C)CO)C[C@H]2C)cc1	0	4
Cc1nn(Cc2ccccc2)c(C)c1C(=O)NCc1ccccc1F	-19	-2
Cc1cc(C(=O)OCC(=O)Nc2ccc(F)cc2F)c(C)n1C1CC1	2	-8
COc1cccc(CC(=O)N(C)C2CCCN(Cc3ccccc3F)C2)c1 (centres undefined)	0	6
CC(=O)OC1C(O)C(C)OC(OC2C(OC(=O)C3CCC4C(C3)OC3(CC(OC(=O)/C=C/c5ccccc5)C(C)CO3)C43CO3)OC(C)C(O)C2OC(C)=O)C1O (centres undefined)	120	-86
CCOc1ccc(N=Cc2c(O)n(-c3ccc(C)c(C)c3)c(=O)[nH]c2=O)cc1	10	-2
COC(=O)C1=C(c2ccc(F)cc2OCc2ccccc2)C[C@@H]2CC[C@H]1N2C(=O)NCc1ccccc1OC	40	-20
C[C@]12N[C@H](Cc3ccccc31)c1ccccc12	4&11	1&-3
CSc1ccc(C(=O)C2CCCN(C)C2)cc1 (centres undefined)	24	-5
Cc1cccc(N=C2c3cc([N+](=O)[O-])ccc3-c3c2cc([N+](=O)[O-])cc3[N+](=O)[O-])c1	62*	-35*

4 compounds out of the list, sorted by molar mass, lowest first:
structure	TAG inh	TAG inh DAPI viability
C[C@]12N[C@H](Cc3ccccc31)c1ccccc12	4&11	1&-3
CCOc1ccc(N=Cc2c(O)n(-c3ccc(C)c(C)c3)c(=O)[nH]c2=O)cc1	10	-2
Cc1cccc(N=C2c3cc([N+](=O)[O-])ccc3-c3c2cc([N+](=O)[O-])cc3[N+](=O)[O-])c1	62*	-35*
COc1ccc(OC(=O)N(C)C[C@@H]2OCc3cnnn3CCCC(=O)N([C@@H](C)CO)C[C@H]2C)cc1	0	4

Additional structures follow.
structure	TAG inh	TAG inh DAPI viability
COc1cc(C2(C#N)CCN(C)CC2)cc(OC)c1OC	-12	0
O=C(CCN1CCOCC1)NCC(=O)Nc1ccc(Br)cc1C(=O)c1ccccc1	11	1
COC(=O)C1=C(c2ccc(-c3ccccc3)c(F)c2)C[C@@H]2CC[C@H]1N2C(=O)NCCOc1ccc(OC)cc1	8	6
O=C1CCCN1CC#CCN1CCCC1	-9	5
NS(=O)(=O)c1ccc(N=Nc2c(O)[nH]c(=S)[nH]c2=O)cc1	8	-3
COc1ccc(N2C(=O)NC(=O)/C(=C/c3ccc([N+](=O)[O-])s3)C2=O)cc1	-11	7
C=CCN(CC=C)C(=O)Nc1ccc(OCC)cc1	-41	4
C[C@]12CC[C@@H](O)CC1=CC(=O)C1C2CC[C@]2(C)C(=O)CCC12 (some centres undefined)	-8	5
CCOc1ccc(Cl)cc1CNCCc1ccccc1F	-8	2
COC(=O)C1=C(c2cccc(OC)c2OC)C[C@@H]2CC[C@H]1N2C(=O)NCCS(C)=O (some centres undefined)	7	-12

(further entries)
structure	TAG inh	TAG inh DAPI viability
Cc1cc(NC(=O)COC(=O)c2c(C)nn(Cc3ccccc3)c2C)no1	6	3
C#CCOc1ccc2c(c1)c(C(C)=O)c(C)n2Cc1ccccc1	-30	-3
CN1CCC(=O)N(CCN=[N+]=[N-])CC1	9	30
COc1ccc(C2NCCc3[nH]cnc32)cc1 (centres undefined)	1	1
Cn1c(O)c(/C=N/NC(=O)c2ccncc2)c(=O)[nH]c1=S	8	1
CC12CC[C@H]3[C@@H](CCC4(O)C[C@H](O)CCC34/C=N/NC(=O)c3ccccc3O)C1(O)CCC2C1=CC(=O)OC1 (some centres undefined)	2	-6
COc1ccc(C(=O)N2CCCC2=O)cc1	-4	4
COc1cc(N2CCOCC2)ccc1/C=C1\C(=O)NC(=O)N(C2CCCCC2)C1=O	15	2
C/C=C1\NC(=O)[C@@H](NC(=O)[C@H](CCc2ccc(O)cc2)NC(=O)[C@H](C)NC(=O)[C@H](O)CO)[C@@H](C)OC(=O)[C@H](C(C)C)NC(=O)[C@H](Cc2ccc(O)cc2)N(C)C(=O)[C@H](Cc2ccccc2)N2C(=O)C(CC[C@H]2O)NC1=O (some centres undefined)	-2	2
CCC1CN1P(=O)(Oc1ccc(Cl)cc1)N1CC1CC (centres undefined)	-27	-5

(more compounds)
structure	TAG inh	TAG inh DAPI viability
CCOP(=O)(OCC)C(NC(=O)CC(C)C)C(Cl)(Cl)Cl (centres undefined)	3	-6
O=C1CN(O)C(c2ccccc2)=c2cc(Br)ccc2=N1	-5	-1
CCN1CCN(C(=O)Cc2ccc(C)cc2)CC1	-9	1
CC(=NCCCn1ccnc1)c1c(O)n(-c2ccccc2)c(=O)[nH]c1=O	5	-1
COC(=O)C1=C(c2ccc(F)cc2OCc2ccccc2)C[C@@H]2CC[C@H]1N2C(=O)NCc1ccc(C(F)(F)F)cc1	29	5
Cn1cc(C(=O)OCC(=O)Nc2ccccc2Cl)c2ccccc21	12	5
Brc1ccc2[nH]cc(/C=N/N3CCCCC3)c2c1	-3	6
Cn1c(O)c(C=NCCOc2ccc(Cl)cc2)c(=O)n(C)c1=O	10	-11
Cc1ccc(NS(=O)(=O)c2ccc(OCC(=O)N3CCN(C)CC3)cc2)cc1	-15	3
Nc1c(Cl)cc([N+](=O)[O-])cc1Cl	7	-6

Later entries.
structure	TAG inh	TAG inh DAPI viability
COc1ccc(OCC(=O)N2CCN(Cc3ccc(SC)cc3)CC2)cc1	-10	-7
CCc1nc2ccc(N3CCN(C)CC3)cc2nc1CC	-10	-9
CN(C)CP(=O)(O)CN(C)C=O	-4	6
O=[N+]([O-])c1ccc(N2CCCNCC2)c2ncccc12	12	0
COC[C@H]1OC(=O)c2coc3c2[C@@]1(C)C1=C(C3=O)[C@@H]2CCC(=O)[C@@]2(C)C[C@H]1OC(C)=O	22	-5
O=C(Cc1ccccc1)OCCN1CCCCC1	20	-3
C=CCN1CCc2cccc3c2[C@H]1Cc1ccc(O)c(O)c1-3	6	-9
O=c1c(C=NCc2cccs2)c(O)n(C2CCCCC2)c(=O)n1C1CCCCC1	4	4
CCOC(=O)C1(c2ccccc2)CCN(CCC(C#N)(c2ccccc2)c2ccccc2)CC1	-10	9
O=c1c(/C=N/N2CCOCC2)c(O)n(-c2ccccc2)c(=S)n1-c1ccccc1	7	8

The list goes on.
structure	TAG inh	TAG inh DAPI viability
COC(=O)C1=C(c2cccc(OC)c2OC)C[C@@H]2CC[C@H]1N2C(=O)N1CCCCC1	-1	5
O=C(CNC(=O)c1ccccc1)Nc1ccc(Br)cc1C(=O)c1ccccc1	2	-4
CC(=O)OC1N=C(c2ccccc2)c2cc(Br)ccc2N(C)C1=O (centres undefined)	-33	4
Cc1cc(C(=O)CS(=O)c2ccc(F)cc2)cc(C)c1OC(=O)N(C)C (centres undefined)	1	5
COc1ccc2[nH]cc(CCN=C(N)N)c2c1	8	-7
COC(=O)C1=C(c2ccccc2)C[C@@H]2CC[C@H]1N2C(=O)NCc1cccc2ccccc12	4	-13
COc1cc(C[C@@H](C)N)c(OC)cc1I	11	8
C=C[C@@H]1C[C@@]1(C)[C@@H](NP(=O)(c1ccccc1)c1ccccc1)c1ccccc1	15	-13
Cc1ccc(CN2CCCC(C(=O)c3cccc(C(F)(F)F)c3)C2)o1 (centres undefined)	-19	24
CCN(CC)CCOC(=O)c1ccc(N=Cc2c(O)[nH]c(=O)[nH]c2=O)cc1	16	-8

Continuation.
structure	TAG inh	TAG inh DAPI viability
CC1(C)N(O)C2CCCCC2N1O (centres undefined)	-17	-1
CCCCCn1c(=O)c(C(=O)Nc2ccccc2S(N)(=O)=O)c(O)c2ccccc21	7	-5
C=CC[C@@H](CC/C=C/C=C/CC/C=C\[C@@H]1CSC([C@@H]2C[C@@H]2C)=N1)OC	39	-30
O=C(Nc1cccc2ccccc12)c1nn(C23CC4CC(CC(C4)C2)C3)cc1Br	-6	7
CCC12C=CCN3CCC4(c5cc(Br)c(OC)cc5N(C)C4C(O)(C(=O)OC)C1OC(C)=O)C32 (centres undefined)	13	3
CC(=O)C1CCC2C3CCC4CC(O)CCC4(C)C3CCC12C#N (centres undefined)	-2	10
COc1cccc(-n2nc(C(=O)N3CCC4(CC3)OCCO4)c3ccccc3c2=O)c1	12	-4
NC(Cc1ccccc1)Cc1ccccc1	10	2
Cc1cccc(N2C(=O)NC(=O)/C(=C\C=C\c3ccco3)C2=O)c1	-9	-14
C=CCC1(CCCCC)C(=O)NC(=S)NC1=O	-3	4

Following part.
structure	TAG inh	TAG inh DAPI viability
O=C(c1ccc(Cl)cc1)C1CCCN(Cc2cccc3ncccc23)C1 (centres undefined)	-16	1
Cc1cccc(N2C(=O)NC(=O)/C(=C\c3cccn3-c3ccc(Cl)cc3)C2=O)c1	24	-9
O=C1NC(=O)C(=Cc2ccc(-c3cc(Cl)ccc3[N+](=O)[O-])o2)C(=O)N1	-26	-8
COc1ccc(CNCCc2ccc(Cl)cc2Cl)cc1	0	-2
Cc1ccc(S(=O)(=O)N(C)c2ccc(C(=O)NCC3(N(C)C)CCCCC3)cc2)cc1	-14	-6
Cc1ccccc1C(=O)N1Cc2cnnn2-c2ccccc2C1C#N (centres undefined)	-16	4
CCC(=Nc1ccc(OC)cc1OC)c1c(O)[nH]c(=O)[nH]c1=O	12	-6
Cc1ccc(NC(=O)c2ccc(C)c(S(=O)(=O)N3CCCCC3)c2)nc1	-38	-4
CC(N)Cc1c[nH]c2ccc(OCc3cccs3)cc12 (centres undefined)	13	12
CN1CCN(c2ccc(NC(=O)C(C)(C)C)cc2)CC1	8	6

(list continues)
SMILES	TAG inh	TAG inh DAPI viability
C[C@H]1CC[C@H]2NCCN[C@H]2C1	1	5
COc1ccc2nc(NC(=O)CCc3nc(C4=CCN(C)CC4)no3)sc2c1	21	-21
COP(=S)(OC)SCN1C(=O)c2ccccc2C1=O	-13	3
COc1cc2c(cc1OC)-c1c3c(cc4c1[C@@H](C2)N(C)CC4)OCO3	53*	-16*
CC(=O)Nc1cc(C(=O)N2CCC3(CC2)OCCO3)ccc1Sc1ccc(F)cc1	-3	-2
CCOC(=O)C1CCN(C(C)C(=O)c2c(C)[nH]c3cc(C)ccc23)CC1 (centres undefined)	14	-9
CC1(C)C2([N+](=O)[O-])CNCC1([N+](=O)[O-])CNC2	-1	4
NC(Cc1ccccc1Cl)c1nn[nH]n1 (centres undefined)	5	6

Next records.
SMILES	TAG inh	TAG inh DAPI viability
COc1ccc(OCC#CCN2CCCCCC2)cc1	6	1
CC(=O)C1C(N2CC2)CC2C3CCC4=CC(=O)CCC4(C)C3CCC21C (centres undefined)	41	-27
Cn1c(O)c(C=Nc2ccc(F)cc2)c(=O)[nH]c1=O	-9	-3
Cc1nonc1-c1nc(-c2nonc2N)n[nH]1	5	7
O=c1c(C=Nc2cccnc2Cl)c(O)n(CCCCl)c(=O)n1C1CCCCC1	-1	-10
C[C@]12CCC(=O)C=C1CC[C@@H]1[C@@H]2CC[C@]2(C)C(=O)CC[C@@H]12	-20	-3
Cc1cc(OCc2nn[nH]n2)c2c3c(c(=O)oc2c1)CCCC3	9	6
CCCCOC(=O)C1=C(N)OC2=C(C(=O)CCC2)[C@]12C(=O)N(C)c1ccccc12	9	-7

The listing continues.
SMILES	TAG inh	TAG inh DAPI viability
CC(=O)N1N=C2C3CCN(CC3)C2C1c1cccc2ccccc12 (centres undefined)	-15	9
O=C1C=CC(=O)C2C1C1(Cl)C(Cl)=C(Cl)C2(Cl)C1(Cl)Cl (centres undefined)	5	0
COC(=O)C1=C(c2ccccc2OCc2ccccc2)C[C@@H]2CC[C@H]1N2C(=O)NCc1ccc(N(C)C)cc1	15	2
O=C(NC1CCCCC1)[C@@H]1CC=C[C@@H]2CCN(Cc3ccccc3)C(=O)[C@@H]21	5	-6
CCOC(=O)c1sc(/N=C/c2c(O)n(-c3ccccc3)c(=O)[nH]c2=O)c(C#N)c1C	-9	-3
C=C(CO)CC1CC(O)[C@]2(C)OC3CC4OC5C[C@]6(C)O[C@]7(C)CCC8OC9C[C@]%10(C)OC%11C(C)=CC(=O)OC%11CC%10OC9C[C@@H](C)C8OC7CC6O[C@]5(C)C/C=C\C4OC3CC2O1 (some centres undefined)	-2	-8
CC(=O)c1ccc(-c2ccccc2)cc1	-22	10
O=C(CCl)Nc1nccs1	15	1

2 compounds drawn at random from the list so far:
SMILES	TAG inh	TAG inh DAPI viability
O=C(CCl)Nc1nccs1	15	1
O=C(NC1CCCCC1)[C@@H]1CC=C[C@@H]2CCN(Cc3ccccc3)C(=O)[C@@H]21	5	-6

Further entries:
SMILES	TAG inh	TAG inh DAPI viability
Cc1ccc2c(c1)C1CN(C)CCC1N2C(=O)Nc1cccc(C(F)(F)F)c1 (centres undefined)	7	0
CCc1ccc(CN2CCN(C(=O)Cc3ccccc3)CC2)cc1	-14	8
CC12C=CC(=O)C=C1CC(O)C1C2CCC2(C)C1CCC2(C)O (centres undefined)	-6	7
Cc1ccccc1-n1c(C)nc2ccsc2c1=O	-10	0
CCOC(=O)C1(CCc2ccccc2)CCN(Cc2cccc3cnccc23)CC1	-2	4
COc1ccc(-n2c(/C=C/c3ccc(O)c(OC)c3)nc3ccccc3c2=O)cc1	16	3
CC(=O)N1CCC2(CC1)CC(=O)c1cc(OCC(=O)N3CCC4(CC3)OCCO4)ccc1O2	-8	7
Cc1cc(N)n(C2CCN(C)CC2)n1	-15	40
C[N+](C)(C)CC(=O)O	-11	7
CC1CC(C)OP(=O)(OCCC#N)O1 (centres undefined)	-22	0
CN1C(=O)C(=Cc2sc(=O)n(-c3ccccc3)c2N2CCCCC2)C(=O)N(C)C1=O	8	0
